GAA glycogen: inhibitors or activators of human alpha-glucosidase glycogen cleavage. 300,000 compounds, 0.38% hits. Potency, µM (series often up to 76.4 µM), without a hit: top-dose activity change, negative = inhibition, most hits filed as inhibitors. recombinant GAA, glycogen substrate, Amplex Red glucose oxidase fluorescence. AID 2100; active means well fitted inhibition curve with a large enough effect; inconclusive means small, poorly fitted or top-dose-only effect, or another doubt; inactive means no such curve, though single readings can be large or run the other way;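 further: 0% = full enzyme reaction and -100% = no-enzyme basal signal; the screen sought inhibitors and activators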
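Recombinant human enzyme (4 nM); glycogen substrate; 37 C, 40 min, pH 5.0. Readout: coupled glucose oxidase/Amplex Red fluorescence.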
* hit, by the source's call; ? = inconclusive; & = joins results of further samples; [ ] = dose if it differs, or a comment. Potency means the concentration at half of the fitted maximal effect. An excerpt; count on the stated rates, not on these rows.

SMILES	GAA glycogen
CCOC(=O)N1CCN(CC(O)COc2ccc(CC)cc2)CC1 (configuration not stated)	-2.0%
COc1ccccc1/C=C(\NC(=O)c1ccccc1)C(=O)NCc1ccco1	7.6%[76.3 µM]
COc1ccccc1CNC(=O)CCc1cn(C)c2ccccc12	7.8%
COc1ccc(C(=O)C2CCCN(S(=O)(=O)N(C)C)C2)c(C)c1 (configuration not stated)	-3.5%[76.3 µM]
Cc1ccc(C(=O)N2CCCN(c3nc4cc5c(cc4cc3C#N)OCO5)CC2)cc1	-5.2%
Cn1cc([N+](=O)[O-])c(C(=O)NC2CCCCCC2)n1	-3.3%[76.3 µM]
CCOc1cccc(CN2CCC(Oc3ccc(C(=O)N4CCCC4)cc3)CC2)c1	-1.0%[76.3 µM]
COc1ccc(NC(=S)NCc2ccccc2)c(OC)c1	-14.0%[76.3 µM]
Cc1cc(C)c(CN2CCC(N3CCC(C(=O)NCC4CCCO4)CC3)CC2)cc1C (configuration not stated)	6.8%[76.3 µM]
CCN1CCN(CC(=O)Nc2nc3ccccc3s2)CC1	8.5%[76.3 µM]
COCCNC(=S)N1CCCN(c2nc3cc(C)ccc3cc2C#N)CC1	-13.9%[76.3 µM]
CC(=O)Nc1ccc(S(=O)(=O)Nc2cc(C)cn(Cc3ccccc3)c2=O)cc1	-13.4%
O=C(N/N=C/c1ccncc1)c1cccs1	-2.5%
CS(=O)(=O)Nc1ccccc1C(=O)NCC1(N2CCCCC2)CCCCC1	-0.1%
CCOC(=O)C1CCCN(C2=NC(=O)/C(=C/c3ccc(O)c(OCC)c3)S2)C1 (configuration not stated)	-1.4%
N#C/C=C/N1CCC(Cc2ccccc2)CC1	4.7%
O=C1C2CCCN2C(=O)N1CCCN1CCN(c2ccc([N+](=O)[O-])cc2)CC1 (configuration not stated)	-1.0%[76.3 µM]
Clc1ccc(CN2CCN(c3ncccn3)CC2)cc1	1.2%[76.3 µM]
CCCc1cc(C(=O)NNC(=S)NC2CCCCC2)cs1	-10.8%[76.3 µM]
Cc1cccc(CNC(=O)CCn2c(=O)c3cccn3c3ccc(F)cc32)c1	-12.8%[76.3 µM]

Brought forward from above: five entries, followed by the next part.
SMILES	GAA glycogen
N#C/C=C/N1CCC(Cc2ccccc2)CC1	4.7%
O=C1C2CCCN2C(=O)N1CCCN1CCN(c2ccc([N+](=O)[O-])cc2)CC1 (configuration not stated)	-1.0%[76.3 µM]
Clc1ccc(CN2CCN(c3ncccn3)CC2)cc1	1.2%[76.3 µM]
CCCc1cc(C(=O)NNC(=S)NC2CCCCC2)cs1	-10.8%[76.3 µM]
Cc1cccc(CNC(=O)CCn2c(=O)c3cccn3c3ccc(F)cc32)c1	-12.8%[76.3 µM]
Cc1ccc(NC(=O)COc2ccc(C(=O)c3ccccc3)cc2)c(O)c1	-0.8%[76.3 µM]
COc1cc(NC(=O)c2ccccc2)c(OC)cc1NC(=O)Cc1ccc(C)cc1	18.0%[76.3 µM]
Cc1cc2[nH]c(=O)c(=O)[nH]c2cc1S(=O)(=O)NCc1ccc(Cl)cc1	13.6%[76.3 µM]
CN(C(=O)C1CCC(=O)N(Cc2ccccc2F)C1)C1CCOCC1 (configuration not stated)	2.3%[76.3 µM]
O=c1c2oc3ccccc3c2n(Cc2ccccc2F)c(=O)n1Cc1ccccc1	-1.2%[76.3 µM]
O=C(O)/C(=C/c1ccco1)NC(=O)c1ccc(Br)o1	-2.2%[76.3 µM]
CCOc1ccc(NC(=O)CSc2nc3ccccc3c(=O)n2CCCC(=O)NCC2CCCO2)cc1 (configuration not stated)	7.0%[76.3 µM]
CC(C)(C)c1ccc(C(=O)NCc2nnc(SCC(=O)NCC3CCCO3)o2)cc1 (configuration not stated)	0.3%[76.3 µM]
Cc1cccc(NC(=O)c2ccccc2NC(=O)c2ccco2)c1	-2.7%[76.3 µM]
CCS(=O)(=O)N1CCc2cc(C(=O)N3CCN(c4ccccc4OC)CC3)ccc21	-12.8%[76.3 µM]
Cc1cc(NC(=O)CSc2c[nH]c3ccccc23)no1	2.1%[76.3 µM]
Cc1ccc(-c2nc(CNC(=O)c3ccco3)cs2)cc1	-7.8%[76.3 µM]
CCCCn1cc(S(=O)(=O)c2ccccc2)c(=O)c2cc(F)c(N3CCC(C)CC3)cc21	11.4%[76.3 µM]
CCCCOc1ccc(C(=O)NCCOc2cccc(OC)c2)cc1	-4.8%
O=C(NCCc1ccccc1)C1CCN(C(=O)c2ccc(F)cc2)CC1	0.2%[76.3 µM]
CC(C)(C)NC(=O)C(c1ccc(F)cc1)N(Cc1ccco1)C(=O)CCC(=O)Nc1ccccn1 (configuration not stated)	2.6%
O=C(NCc1ccccc1)c1ccc(CSc2nc3cccnc3n2Cc2ccccc2)cc1	-8.9%[76.3 µM]
Cc1cc(C)cc(NC(=O)CNC(c2ccccc2)c2ccccc2)c1	-11.7%[76.3 µM]
COc1ccc(-c2nc(N3CCN(C)CC3)sc2-c2ccc(OC)cc2)cc1	-6.7%
N=C1/C(=C\c2ccc(OC(=O)c3ccccc3)cc2)C(=O)N=C2SC(N3CCOCC3)=NN12	9.7%[76.3 µM]
Cc1ccc(NC(=O)CSc2nc3ccccc3nc2N2CCCC2)cc1	-11.5%[76.3 µM]
COc1cccc(NC(=O)CN(C)C(=O)c2ccc(-c3ccccc3Cl)o2)c1	-0.2%[76.3 µM]
CSc1cccc(NS(=O)(=O)c2ccc(-c3coc(C)n3)cc2)c1	-12.9%[76.3 µM]
CC(=O)c1ccc(OCc2cc(C(=O)N(C)Cc3ncc(C)[nH]3)no2)cc1	-0.9%[76.3 µM]
Cc1cc(C)c(S(=O)(=O)NC2CC(C)(C)NC(C)(C)C2)cc1Br	-10.2%[76.3 µM]
CCC1=Nc2cc(C(=O)N3CCCCC3)ccc2Sc2ccc(C)cc21	1.6%[76.3 µM]
Cn1ccsc1=NC(=O)c1ccc(S(=O)(=O)C(F)F)cc1	-5.2%
COc1ccccc1OCCn1ccnc1	-11.1%[76.3 µM]
Cc1ccc(-c2nc(CS(=O)CC(=O)NCc3ccc4c(c3)OCO4)c(C)o2)cc1 (configuration not stated)	14.4%[76.3 µM]
CCN(CC)c1nc2c(c(=O)[nH]c(=O)n2C)n1Cc1ccccc1	8.0%[76.3 µM]
Cc1cccc(NS(=O)(=O)c2nnc(NC(=O)c3cccc(C)c3)s2)c1	12.8%[76.3 µM]
O=C1CCCN2N=C(SCC(=O)Nc3ccc(F)cc3F)SC2=N1	-4.6%
COc1cc(NC(=O)c2nc(-c3ccncc3)no2)cc(OC)c1OC	14.4%[76.3 µM]
CCc1c(C)nc(N2CCN(Cc3ccc4c(c3)OCO4)CC2)[nH]c1=O	-7.3%
Cc1cccc2c(N)c3c(nc12)N(C)CC3	-1.3%
O=C(CCN1C(=O)C2CCCCC2C1=O)Nc1cc(F)ccc1F (configuration not stated)	3.9%[76.3 µM]
N#C/C(=C\c1ccc(OCC(N)=O)cc1)C(=O)NC1CC1	1.9%[76.3 µM]
COc1ccc(CNC(=O)CN(Cc2ccc(OC)cc2)C(=O)CCC(=O)Nc2nccs2)cc1	3.3%
CCOC(=O)Cn1c(=O)c2c(nc3n2CC(C)CN3Cc2ccccc2)n(C)c1=O (configuration not stated)	1.5%[76.3 µM]
COc1ccc(NC(=O)NC2CCCc3ccccc32)cc1 (configuration not stated)	0.6%[76.3 µM]
CC1CCCN(CCCNC(=O)c2ccc3c(c2)N(Cc2ccc(F)cc2)C(=O)c2ccccc2S3=O)C1 (configuration not stated)	-3.6%[76.3 µM]
CCc1nnc(N/N=C/c2cc(C)c(C)cc2C)n1N	8.91µM*
Cn1c(=O)c2c(nc(NCC3CCCC(CN)C3)n2Cc2ccc(Cl)cc2Cl)n(C)c1=O (configuration not stated)	4.4%
NS(=O)(=O)c1ccc(CNC(=O)c2cc(=O)[nH]c3ccccc23)cc1	-0.6%[76.3 µM]
CC(=O)c1cccc(Nc2nc(N3CCOCC3)nc(N3CCOCC3)n2)c1	-7.7%[76.3 µM]
S=C(NC1CC1)N1CCN(C(=S)NC2CC2)CC1	-0.7%[76.3 µM]
COc1cccc(-c2nc(CS(=O)CC(=O)NC(C)CCc3ccccc3)c(C)o2)c1 (configuration not stated)	2.4%[76.3 µM]
Cc1ccc(OC(=O)COc2ccccc2C)cc1	-1.6%
CCC1(C)Cc2ccccc2-c2nc(NN)[nH]c(=O)c21 (configuration not stated)	?
COc1ccc(N(CC(=O)N/N=C/c2ccc(OC)c(OC)c2)S(=O)(=O)c2ccccc2)cc1	-12.2%

(listing goes on)
SMILES	GAA glycogen
CCOC(=O)c1ccc(-c2c(-c3ccc4c(c3)OCO4)noc2C)cc1F	-12.9%[76.3 µM]
CCOc1cc(C2C(C(=O)OC)=CN(Cc3ccc(Cl)cc3)C=C2C(=O)OC)ccc1O	?
COc1ccc(OC)c(NS(=O)(=O)c2cccc3cccnc23)c1	-4.5%
COc1cc(NC(=O)C2C3CCC(O3)C2C(=O)O)cc(OC)c1 (configuration not stated)	14.1%[76.3 µM]
COc1cc2ccccc2cc1C(=O)Nc1ccc2oc(=O)ccc2c1	0.7%
COc1ccccc1Cn1c(=O)oc2ccc(C)cc21	-1.0%[76.3 µM]
CC(=O)NS(=O)(=O)c1ccc2c(c1)C(=O)c1cc(S(=O)(=O)NC(C)=O)ccc1-2	-4.6%[76.3 µM]
O=C(Cc1ccc(F)cc1)Nc1cccc(-c2nc3cccnc3s2)c1	0.1%[76.3 µM]
CCn1c(SCC(=O)N2CCCC2)nc2c(c1=O)SCC2	-10.5%[76.3 µM]
CN(C)C(=O)c1cc(C(=O)c2ccc(Cl)cc2Cl)c[nH]1	4.4%

Look-ups from the results shown:
CCOC(=O)c1ccc(-c2c(-c3ccc4c(c3)OCO4)noc2C)cc1F – GAA glycogen: -12.9%[76.3 µM]
CCn1c(SCC(=O)N2CCCC2)nc2c(c1=O)SCC2 – GAA glycogen: -10.5%[76.3 µM]

(continued)
SMILES	GAA glycogen
Cc1nc2ccc(S(=O)(=O)CCC(=O)Nc3ccc(F)cc3C)cc2s1	15.7%[76.3 µM]
CCN(CC(=O)NCCCN1CCOCC1)S(=O)(=O)c1cc(Cl)ccc1Cl	0.1%
O=C(c1cccs1)N1CCCC(c2nc3c(nnn3Cc3c(Cl)cccc3Cl)c(=O)[nH]2)C1 (configuration not stated)	-1.2%
CCOC(=O)C(=O)NCC(c1cccnc1)N1CCN(c2ccccc2)CC1 (configuration not stated)	?
Cc1cc(=O)oc2cc(NC(=O)c3cccc(F)c3)ccc12	6.7%
Cc1nnc(SCC(=O)Nc2ccccc2)c2ccccc12	1.1%
O=C(CSc1ccc2nnc(CCNC(=O)c3ccccc3)n2n1)NC1CCCC1	-5.6%[76.3 µM]
CCOC(=O)N1CCN(Cc2nc3cc(NC(=O)C(C)C)ccc3n2C(C)C)CC1	16.8%[76.3 µM]
O=C(NCc1n[nH]c(=S)n1-c1ccc(Br)cc1)c1ccc(S(=O)(=O)N2CCCCC2)cc1	?
COC(=O)c1ccc(CN2CCC(n3nccc3NC(=O)C3CCCC3)CC2)cc1	-8.3%[76.3 µM]
C=CCOc1ccc(C(=O)Nc2ccccc2C(=O)N2CCCC2)cc1	0.7%[76.3 µM]
Cc1cccc(N2C(=O)c3ccccc3C2=O)n1	5.6%
Cc1[nH]c(-c2ccc(F)cc2)cc1C(=O)N1CCN(c2cccc(Cl)c2)CC1	-9.9%
CN1CCN(CCCNC(=O)CCC(=O)N2CCOc3ccccc32)CC1	-11.2%[76.3 µM]
OC(CN1CCCCC1)Cn1c2ccccc2c2cc(Br)ccc21 (configuration not stated)	-0.2%
COC(=O)c1cccc(CSc2nc(-c3ccccc3)c(C#N)c(=O)[nH]2)c1	-11.9%
Cn1cc(C(C[N+](=O)[O-])c2ccccc2)c2ccccc21 (configuration not stated)	2.3%
COc1ccc(NC(=O)C2CC(c3ccc(Cl)cc3)=NO2)cc1OC (configuration not stated)	9.6%[76.3 µM]
CCCc1nnc(NC(=O)CSc2nnc(-c3ccco3)n2C)s1	9.6%
O=C(O)c1cccc(Nc2ccnc(Nc3cccc(C(=O)O)c3)n2)c1	1.1%

Entries listed so far with a tert-butyl group:
SMILES	GAA glycogen
CC(C)(C)c1ccc(C(=O)NCc2nnc(SCC(=O)NCC3CCCO3)o2)cc1 (configuration not stated)	0.3%[76.3 µM]
CC(C)(C)NC(=O)C(c1ccc(F)cc1)N(Cc1ccco1)C(=O)CCC(=O)Nc1ccccn1 (configuration not stated)	2.6%

The results go on.
SMILES	GAA glycogen
COc1ccc(CNS(=O)(=O)c2cc3c(cc2Cl)NC(=O)CO3)cc1	-9.9%&-6.4%[76.3 µM]
CN(C)C(CNc1ccc(C(F)(F)F)cn1)c1ccccc1 (configuration not stated)	8.7%[76.3 µM]
Cc1cc(C(=O)Nc2nncs2)oc1C	16.9%[76.3 µM]
O=C1C(Cl)=C(N2CCCCCC2)C(=O)N1c1ccccc1Cl	-3.7%
O=C(Cc1ccccc1)NC1CCSc2ccccc21 (configuration not stated)	-1.4%[76.3 µM]
CCCCOc1ccc(C2/C(=C(\O)c3ccc4c(c3)OCCO4)C(=O)C(=O)N2CCCN2CCOCC2)cc1 (configuration not stated)	-8.7%[76.3 µM]
COc1ccc(/C=C(/NC(=O)c2ccccc2)C(=O)N2CCOCC2)cc1OC	3.7%
CCCn1c(=N)n(CC(=O)c2ccc(Cl)cc2)c2ccccc21	2.8%[76.3 µM]
COc1ccc(C(=O)NC23CC4CC(CC(C4)C2)C3)cc1OC	21.1%[76.3 µM]
COc1ccc(N(C(=O)c2snc(C(N)=O)c2N)C(CC(C)C)C(=O)NCC2CCCO2)cc1 (configuration not stated)	0.6%
CN(C(=O)c1cc(S(=O)(=O)N2CCc3ccccc32)cn1C)C1CCCCC1	7.8%[76.3 µM]
O=C(CN(Cc1ccccc1)S(=O)(=O)c1ccc(Cl)cc1)NCC1CCCO1 (configuration not stated)	1.5%
CCc1ccccc1NC(=O)CSc1nnc(-c2nonc2NC(C)=O)n1C	18.8%[76.3 µM]

Bioassay records from PubChem.
